# Source: PubChem
# KCNQ2 inh: KCNQ2 channel blockers in CHO-K1 cells – cell-based, FluxOR thallium flux, B-score, primary screen (AID 2156); B-score at 10 µM; O88943; 20 min; active compounds read low; 1.1% of 310,000 active;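 active means fluorescence ratio B-score at most minus 3 library SDs, with starting brightness B-score within 2 library SDs, cut at about -5.5 in these data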
# Kir21 block: inhibitors of mouse Kir2.1 inward-rectifier potassium channel | P35561 | HEK293-Kir2.1, FluxOR thallium flux fluorescence; active compounds read low | B-score at 10 µM | 0.85% of 310,000 active | AID 1672;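 active means fluorescence ratio B-score at or below minus 3 SD of library scores, with starting-brightness B-score within 2 SD, cut at about -4.2 in these data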;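 further: channel flux triggered by added potassium and thallium sulfate stimulus; B-score of peak minus minimum fluorescence over baseline after thallium stimulus; more negative B-score means stronger Kir2.1 block with less thallium influx; some compounds called inactive have numbers as strong as hits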
# Target sequence (P35561 whole entry, looked up): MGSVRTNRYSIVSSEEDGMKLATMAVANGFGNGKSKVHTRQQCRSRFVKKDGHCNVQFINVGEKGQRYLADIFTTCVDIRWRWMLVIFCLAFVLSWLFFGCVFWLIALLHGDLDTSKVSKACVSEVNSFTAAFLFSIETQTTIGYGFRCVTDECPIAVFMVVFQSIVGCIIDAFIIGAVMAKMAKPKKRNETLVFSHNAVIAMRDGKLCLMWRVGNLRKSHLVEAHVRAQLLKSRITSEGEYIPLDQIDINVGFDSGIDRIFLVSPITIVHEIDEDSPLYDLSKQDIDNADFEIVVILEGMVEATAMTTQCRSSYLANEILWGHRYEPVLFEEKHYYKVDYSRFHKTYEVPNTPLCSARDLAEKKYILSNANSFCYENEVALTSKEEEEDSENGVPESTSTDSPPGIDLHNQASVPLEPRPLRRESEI
# CHT block: human CHT choline transport inhibition | CHT-expressing cells, membrane potential dye, choline response; active compounds read low | B-score at 10 µM | 0.86% of 310,000 active | AID 488975;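 active means B-score over 3 SD under the library average, and starting fluorescence ratio not unusually high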;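 further: choline stimulus applied at its EC90 after an EC20 pre-addition; B-score computed on integrated fluorescence ratio after choline addition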
# Target sequence (Q9GZV3 whole entry, looked up): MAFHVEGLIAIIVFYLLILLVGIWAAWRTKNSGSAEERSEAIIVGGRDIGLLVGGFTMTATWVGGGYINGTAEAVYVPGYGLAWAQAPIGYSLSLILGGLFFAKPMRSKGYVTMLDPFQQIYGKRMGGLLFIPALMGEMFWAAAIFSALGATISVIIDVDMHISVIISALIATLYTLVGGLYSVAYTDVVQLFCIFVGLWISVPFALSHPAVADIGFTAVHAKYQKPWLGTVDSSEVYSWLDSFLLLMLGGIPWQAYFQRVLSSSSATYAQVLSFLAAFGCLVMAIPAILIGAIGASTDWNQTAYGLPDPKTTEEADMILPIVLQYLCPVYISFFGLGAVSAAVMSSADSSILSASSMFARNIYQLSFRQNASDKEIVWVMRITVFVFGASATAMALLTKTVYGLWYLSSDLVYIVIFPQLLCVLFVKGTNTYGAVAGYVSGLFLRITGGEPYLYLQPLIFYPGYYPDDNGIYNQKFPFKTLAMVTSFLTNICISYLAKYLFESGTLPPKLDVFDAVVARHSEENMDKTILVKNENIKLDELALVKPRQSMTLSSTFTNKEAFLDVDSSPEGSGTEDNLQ
# * marks the source's active call; other numbers are inactive results; i = inactive; nt = no result given.
# The first 15 compounds, ahead of the listing:
SMILES,KCNQ2 inh,Kir21 block,CHT block
Cc1ccc(C(=O)C2CCN(C(=S)NCCCOC(C)C)CC2)cc1,i,1.1,i
COc1ccc(NC(=O)C(OC)c2ccccc2)cc1Cl (stereo unspecified),i,1.63,i
O=C(NNC(=O)C1C2C=CC(C2)C1C(=O)O)c1ccccc1O (stereo unspecified),i,0.95,i
COc1ccc(NC(=O)C2CCCN(S(=O)(=O)c3c(C)n[nH]c3C)C2)cc1OC (stereo unspecified),i,-1.96,i
CC(C)NC(=O)NC(=O)COC(=O)c1ncc(Cl)c(Cl)c1Cl,i,0.29,i
CC(C)n1c(SCC(=O)Nc2nncs2)nnc1-c1ccco1,i,0.95,i
CC(=O)Nc1ccc2c(c1)nc1n2CCSC1,i,0.91,i
COc1cccc(C(=O)Nc2ccc(F)c(F)c2F)c1,i,0.67,i
O=C(CC(O)(c1ccccc1)C(F)(F)F)c1cccs1 (stereo unspecified),i,-0.8,i
O=C(/C=C/c1cccc([N+](=O)[O-])c1)NCCN1CCOCC1,i,2.65,i
CCC1=C(OC(=O)N(CC)CC)N2C(=O)OC(=NCC3CC3)[C@]2(C)[C@H]2C1=CC[C@H]1C(=O)N(CC)C(=O)[C@H]12,i,-1.4,i
Cc1ccc(OCC(=O)Nc2ccc(S(=O)(=O)N3CCOCC3)cc2)c([N+](=O)[O-])n1,i,1.01,i
COc1cc(C(=O)OCCCOC(=O)c2cc(OC)c(OC)c(OC)c2)cc(OC)c1OC,i,-1.59,i
CC(=O)N/N=C(\C)c1cccc(NC(=O)c2cccs2)c1,i,0.03,i
CCOC(=O)C1(C(F)(F)F)N=C(C(F)(F)F)Nc2ccc(F)cc21 (stereo unspecified),i,0.18,i

# The whole of this part (from the top)
SMILES,KCNQ2 inh,Kir21 block,CHT block
Cc1ccc(C(=O)C2CCN(C(=S)NCCCOC(C)C)CC2)cc1,i,1.1,i
COc1ccc(NC(=O)C(OC)c2ccccc2)cc1Cl (stereo unspecified),i,1.63,i
O=C(NNC(=O)C1C2C=CC(C2)C1C(=O)O)c1ccccc1O (stereo unspecified),i,0.95,i
COc1ccc(NC(=O)C2CCCN(S(=O)(=O)c3c(C)n[nH]c3C)C2)cc1OC (stereo unspecified),i,-1.96,i
CC(C)NC(=O)NC(=O)COC(=O)c1ncc(Cl)c(Cl)c1Cl,i,0.29,i
CC(C)n1c(SCC(=O)Nc2nncs2)nnc1-c1ccco1,i,0.95,i
CC(=O)Nc1ccc2c(c1)nc1n2CCSC1,i,0.91,i
COc1cccc(C(=O)Nc2ccc(F)c(F)c2F)c1,i,0.67,i
O=C(CC(O)(c1ccccc1)C(F)(F)F)c1cccs1 (stereo unspecified),i,-0.8,i
O=C(/C=C/c1cccc([N+](=O)[O-])c1)NCCN1CCOCC1,i,2.65,i
CCC1=C(OC(=O)N(CC)CC)N2C(=O)OC(=NCC3CC3)[C@]2(C)[C@H]2C1=CC[C@H]1C(=O)N(CC)C(=O)[C@H]12,i,-1.4,i
Cc1ccc(OCC(=O)Nc2ccc(S(=O)(=O)N3CCOCC3)cc2)c([N+](=O)[O-])n1,i,1.01,i
COc1cc(C(=O)OCCCOC(=O)c2cc(OC)c(OC)c(OC)c2)cc(OC)c1OC,i,-1.59,i
CC(=O)N/N=C(\C)c1cccc(NC(=O)c2cccs2)c1,i,0.03,i
CCOC(=O)C1(C(F)(F)F)N=C(C(F)(F)F)Nc2ccc(F)cc21 (stereo unspecified),i,0.18,i
NCCN1CCN(CC(=O)N2c3ccccc3C(=O)Nc3cccnc32)CC1,i,-1.06,i
CCS(=O)(=O)N1CCN(c2cc3c(cc2[N+](=O)[O-])n(C)c(=O)n3C)CC1,i,2.5,i
COc1cc2c3c(c1OC)C1(C=CC(=O)C=C1)CC3N(C(C)=O)CC2 (stereo unspecified),i,-0.12,i
O=C(O)/C=C/c1cn(Cc2ccccc2)nc1-c1cccs1,i,0.88,i
Cc1ccc(-c2nc(C(=O)NCCCN3CCOCC3)cc3c2[nH]c2ccccc23)cc1,i,-0.75,i
O=[N+]([O-])c1ccc(-c2cnc(SCc3ccccc3Cl)[nH]2)cc1,i,0.3,i
CCCCn1c(O)c(N=NC(=O)Cn2c(C(F)(F)F)nc3ccccc32)c2ccccc21,i,0.34,i
COC(=O)c1sc(N)nc1C(C)(C)C,i,0.13,i
CC1=CN2C(=NC(=O)CC2(C)C(=O)N(CC(=O)NC2CCCC2)Cc2ccc(Cl)cc2)C=C1 (stereo unspecified),i,2.83,i
CCOC(=O)c1nnn(-c2nonc2N)c1CN(CC)CC,i,0.24,i
COc1cc(C(C(=O)NC(C)(C)C)N(Cc2ccccc2)C(=O)c2cnccn2)cc(OC)c1OC (stereo unspecified),i,1.99,i
CCC(=O)NNC(=O)c1cc(COc2cc(Cl)cc(Cl)c2)on1,i,-1.53,i
CN1C(=O)NC(c2ccccc2)C2=C1CN(Cc1ccccc1)C2=O (stereo unspecified),i,1.87,i
COc1ccc(-c2csc(/C(C#N)=C(\O)CSc3nccn3C)n2)cc1OC,i,0.22,i
CCOc1ccccc1C(=O)Nc1cnn(Cc2ccc(F)cc2)c1,i,-0.74,i
COc1nc(NC(C)(C)C)nc(Oc2ccc(=O)n(-c3ccccc3)n2)n1,i,-1.3,i
C=CCNC(=O)COC(=O)c1cc(S(=O)(=O)N2CCOCC2)ccc1N1CCCCC1,i,1.42,i
Cc1ccccc1C(=O)OC(C)CN1CCOCC1 (stereo unspecified),i,1.22,i
COc1ccc(-c2cc(C(=O)N3CC(C)CC(C)C3)c3ccccc3n2)cc1 (stereo unspecified),-8.7*,-0.04,i
Cc1noc(NC(=O)c2cccc(C(F)(F)F)c2)c1Cl,i,2.28,i
O=C(c1ccccc1F)N1CCCC(C(=O)N2CCN(c3ccccc3)CC2)C1 (stereo unspecified),i,-0.29,i
Nc1nc(Cl)cc(NCCc2ccccc2)n1,i,0.32,i
Nc1ccccc1-n1c(=O)n(Cc2ccccc2F)c(=O)c2[nH]cnc21,i,0.25,i
OC1(c2ccc(OC(F)F)cc2)CSC(=Nc2cccnc2)N1Cc1ccco1 (stereo unspecified),i,0.77,nt
Cc1nc(SCCOc2ccccc2)[nH]c(=O)c1Cc1ccccc1,i,0.36,i
CC(=O)/C(=N\Nc1ccccc1)Sc1cccc2cccnc12,i,0.87,i
CCOc1cc(C(=O)O)cc(Cl)c1OCC#N,i,1.93,i
CN(C)S(=O)(=O)c1cccc(NC(=S)NN=C(Cc2ccccc2)Cc2ccccc2)c1,i,-1.29,i
CCC(C)NC(=O)C(Cc1ccccc1)NS(=O)(=O)c1ccc2c(c1)CCC(=O)N2 (stereo unspecified),i,2.03,i
O=C(CN1CCCC1)NC12CC3CC(CC(C3)C1)C2,i,1.73,i
CCOC(=O)CC(NC(=O)CCc1c(C)nc2ncnn2c1C)c1ccc(C)cc1 (stereo unspecified),i,-2.65,i
Cc1noc(C(F)(F)F)c1C(=O)NNC(=O)c1ccccc1,i,-0.41,i
CCc1ccccc1NC(=S)N(CCN1CCCCCC1)Cc1ccco1,i,0.45,i
O=C1NCCCc2c1oc1ccc(O)cc21,i,-0.81,i
CC(=O)N1c2ccc(S(=O)(=O)NCCC(=O)Nc3ccc(F)cc3C)cc2CC1C (stereo unspecified),i,-0.36,i

# Next part.
SMILES,KCNQ2 inh,Kir21 block,CHT block
CN1CCCN(C(=O)c2ccc(Cl)s2)CC1,i,2.09,i
Cc1ccc(CC(C(=O)O)C(C)C(=O)Nc2ccc(F)cc2)cc1 (stereo unspecified),i,2.3,i
O=c1c(-c2nc3ccccc3s2)cccn1Cc1ccc(Cl)c(Cl)c1,i,0.04,i
CCC(=O)NCCC(c1ccco1)c1ccccc1OC (stereo unspecified),i,0.05,i
Cc1cc(C(=O)OCC(=O)Nc2cccc(S(N)(=O)=O)c2)c2ccccc2n1,i,-0.16,i
Oc1ccccc1/C=C/c1noc(-c2ccccc2O)n1,i,-0.47,i
O=C(Nc1ccc(Cl)cn1)c1cccc2ccccc12,i,0.05,i
NC(=O)c1c(NC(=O)Cn2nc(C(=O)O)c3ccccc3c2=O)sc2c1CCCC2,i,0.02,i
O=S(=O)(NCc1ccc(Cl)cc1Cl)c1ccc(N2CCOCC2)nc1,i,-0.47,i
CN1CCN(C(=O)c2cc3c(=O)n4ccccc4nc3s2)CC1,i,-3.31,i
FC(F)(F)c1nnc(-c2ccccc2)nc1Oc1ccc(Cl)cc1Cl,-7.72*,-0.45,i
COc1cccc(-c2cccc(NC(=O)C3CCN(Cc4cccc(C)n4)CC3)c2)c1,i,0.63,i
Cn1c(=O)c2c(nc(NCc3ccco3)n2CC(O)COc2ccccc2)n(C)c1=O (stereo unspecified),i,-1.08,i
Cc1c(Cl)c([N+](=O)[O-])nn1CC(=O)N1CCN(Cc2ccccc2)CC1,i,-0.29,i
Cc1cc(C=C(C#N)C#N)c(C)n1-c1ccccc1,i,-0.26,i
COCCn1nnnc1C(c1cc2cc(C)cc(C)c2[nH]c1=O)N1CCN(c2ccccc2F)CC1 (stereo unspecified),i,-0.05,i
Nn1c(-c2ccccc2)cc(-c2ccccc2)cc1=O,i,1.68,i
Cc1ccc(-n2c(CCC(=O)O)ccc2-c2cccs2)cc1,i,1.31,i
CCOC(=O)c1cc(-c2ccc(C)o2)n[nH]1,i,-0.78,i
CC(=O)NNc1cc(N2CCOCC2)nc(N2CCOCC2)n1,i,0.02,i
Cc1cccc(C(=O)Nc2cccc3cccnc23)c1,i,1.21,i
OC(COc1cccc(OCC(O)CN2CCCC2)c1)CN1CCCC1 (stereo unspecified),i,0,i
CCS(=O)(=O)N1CCN(c2ccc(S(=O)(=O)N3CCOCC3)cc2)CC1,i,-0.92,i
CCCCn1nc(C(=O)N2CCN(S(=O)(=O)c3ccccc3)CC2)c2ccccc2c1=O,i,1.75,i
CCOCCCNC(=O)CNC(=S)N(Cc1ccc(C)cc1)Cc1ccco1,i,-1.95,i
CCCCCn1c(CN2CCCCC2CC)nc2c1c(=O)n(C)c(=O)n2C (stereo unspecified),i,-3.51,i
CC(C)c1ccc(OCC(=O)NCc2ccccc2)cc1,i,1.32,i
COc1cccc(OC)c1OCCOc1ccccc1OC(C)C,i,-11.1*,i
C#Cc1cccc(-n2nnc(C(C)=O)c2C)c1,i,0.6,i
COC(=O)c1ccc(CO/N=C/c2cccc([N+](=O)[O-])c2)cc1,i,0.63,i
O=C(COc1ccccc1)Nc1c(C(=O)N2CCC(N3CCCCC3)CC2)oc2ccccc12,i,-0.43,-7.48*
CCc1cc(C(=O)OC)c(NC(=O)CN2CCN(C(=O)C3CCCO3)CC2)s1 (stereo unspecified),i,0.66,i
COc1ccc(N(C(=O)c2cccc([N+](=O)[O-])c2)S(=O)(=O)c2cccs2)cc1,i,0.69,i
CCc1c(C#N)c(SCCC(=O)Nc2ccc(C)cc2)nc2c1C(=O)CC(C)(C)C2,i,0.04,i
Cc1c(Cl)cccc1NC(=O)CSc1ncnc2c1cnn2CCO,i,0.44,i
COc1ccc(C(CC(=O)N2CCCCC2)NC(=O)C(F)(F)F)cc1 (stereo unspecified),i,-0.64,i
COc1ccc(N2CCN(C(=O)c3cc(=O)c4cc(Cl)ccc4o3)CC2)cc1,i,0.44,i
N#Cc1c(-c2ccccc2F)cc(-c2cccnc2)nc1N,i,-0.72,i
O=S(=O)(NCc1ccccc1)c1ccc2c(c1)OCCO2,i,0.84,i
Cc1cccc(Cn2ccc(N)n2)c1,i,0.05,i
CCOc1ccc(CCNC(=O)Cn2nc(C)c3c(C)n(-c4ccccc4)nc3c2=O)cc1,i,0.04,i
Cc1[nH]nc2c1C(c1ccc(-c3ccc(Cl)cc3)o1)C(C#N)=C(N)O2 (stereo unspecified),i,0.54,i
COc1ccccc1Nc1nc(-c2sc(NC(=O)CC(C)C)nc2C)cs1,i,1.45,i
CC(C)C(=O)N1CCC2(CC1)Oc1ccc(F)cc1C(=O)C21CC(c2ccccc2)=NO1 (stereo unspecified),i,0.74,i
Cc1cccc2c1N1C(=O)c3c(C(=O)O)cccc3C1CC2C (stereo unspecified),i,0,i
Cc1ccc2cc(/C=N/Nc3nc4ccccc4[nH]3)c(Cl)nc2c1,i,-1.52,nt
Cc1cc(-c2csc3nc[nH]c(=S)c23)cc(C)c1C,i,-0.48,i
Cc1ccc(C(=O)O/N=C(\N)c2ccccn2)c(C)c1,i,-1.51,i
CC(=O)Nc1cc(C)nn1-c1nc(C)cc(C)n1,i,0.01,i
COC(=O)CCCc1nc2ccccc2s1,i,0.11,i

# Additional records follow.
SMILES,KCNQ2 inh,Kir21 block,CHT block
O=C1c2ccccc2C(O)N1Cc1cccs1 (stereo unspecified),i,0.26,i
Cc1ccc(O)c(/C=N/NC(=O)Cc2ccc(Cl)cc2)c1,i,-2.5,i
CC(Oc1ccc(Cl)cc1Cl)c1nc(-c2ccc(NC(=O)c3ccccn3)cc2)no1 (stereo unspecified),i,-1.23,i
COCCCN1C(=O)c2ccc(C(=O)NCCc3ccccc3)cc2C1=O,i,-0.82,i
CCN1CCN(c2nc(N(C)c3ccccc3)nc(N)c2[N+](=O)[O-])CC1,i,-0.34,i
OC1(c2ccc(OC(F)F)cc2)CSC(=Nc2cccnc2)N1C1CC1 (stereo unspecified),i,-0.99,i
CC(C)c1ccc(NC(=O)N2CCCC2C(=O)Nc2ccc(-n3cnnn3)cc2)cc1 (stereo unspecified),i,-0.88,i
COc1ccc(Cl)cc1C(=O)O/N=C(\N)c1ccncc1,i,-1.31,i
Cc1noc(-c2ccc(Cl)cc2)c1C(=O)O/N=C(\N)c1ccc(C(C)(C)C)cc1,i,0.45,i
COc1ccccc1N1CCN(C(=O)C2CC2)CC1,i,0.51,i
